Bioassay records: PubChem BioAssay, several laboratories
NR5A2 inv ag = NR5A2 inverse agonism in reporter assay | HEK293T StAR-luciferase reporter, LRH-1 transfected, 24 h | inhibition, % at 3.6 µM | 360,000 compounds, 0.13% hits | AID 602396;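 active = inhibition above the mean inhibition of all tested compounds plus 3 SD, cut at about 73% in these data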;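 also: 0% = DMSO wells and 100% = reporter-only cells lacking LRH-1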
Target sequence (O00482 whole entry, looked up): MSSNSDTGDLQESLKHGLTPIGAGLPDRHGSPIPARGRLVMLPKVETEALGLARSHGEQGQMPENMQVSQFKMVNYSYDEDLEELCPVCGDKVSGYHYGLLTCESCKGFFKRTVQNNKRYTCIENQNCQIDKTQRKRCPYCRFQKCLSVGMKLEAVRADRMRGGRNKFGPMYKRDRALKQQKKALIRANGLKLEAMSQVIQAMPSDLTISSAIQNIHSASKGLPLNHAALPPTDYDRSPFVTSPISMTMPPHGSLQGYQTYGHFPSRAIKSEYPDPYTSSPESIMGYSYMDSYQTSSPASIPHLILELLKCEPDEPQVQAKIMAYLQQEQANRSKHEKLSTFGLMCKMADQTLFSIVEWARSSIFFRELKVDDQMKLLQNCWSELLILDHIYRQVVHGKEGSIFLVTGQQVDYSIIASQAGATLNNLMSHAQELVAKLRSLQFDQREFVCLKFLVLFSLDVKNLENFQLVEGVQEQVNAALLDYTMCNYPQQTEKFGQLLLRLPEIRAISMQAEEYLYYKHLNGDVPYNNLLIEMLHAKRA
EBV LMP1 NFkB = inhibitors of Epstein-Barr LMP1-induced NF-kappaB reporter. 350,000 compounds, 0.69% hits. AID 504558. inhibition, % at 12.5 µM. LMP1-induced NF-kappaB luciferase reporter cells, luminescence; in the data active = inhibition above about 41%;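 also: 0% = neutral control wells and 100% = reference inhibitor control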
NCOA2 inhibitor = human SRC2 (NCOA2) inhibition | inhibition, % at 9 µM | 370,000 compounds, 0.17% hits | Q15596 | HEK293 GAL4-SRC2 luciferase reporter, luminescence;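 active = inhibition above the mean inhibition of all tested compounds plus 3 SD, set per campaign, cut at about 52% in these data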;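 also: 0% = DMSO treated cells and 100% = cells given Gossypol at 36 µM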
TLR9-MyD88 block = TLR9-MyD88 interaction inhibition. Q9NR96+Q99836. inhibition, % at 4.98 µM. 340,000 compounds, 0.21% hits. CHO BLA complementation TLR9-MyD88, CCF4 FRET ratio;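 active = inhibition above the mean over all tested compounds plus 3 SD, cut at about 21% in these data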;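 also: 0% = DMSO only wells and 100% = clavulanate BLA inhibitor control wells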
NCOA1 inh = inhibitors of human steroid receptor coactivator 1 (SRC1); Q15788; HEK293 GAL4-SRC1 luciferase reporter, luminescence; inhibition, % at 3.6 µM; 360,000 compounds, 0.12% hits;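 active = inhibition above the campaign mean plus 3 SD, with each screening campaign given its own cutoff, cut at about 60% in these data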;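 also: 0% = DMSO treated cells and 100% = gossypol at 36 µM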
C8 TRAIL sens = sensitizes caspase-8 expressing cells to TRAIL; NB7+C8 cells + TRAIL, ATPlite viability luminescence; AID 624354; 360,000 compounds, 1% hits; inhibition (viability loss, TRAIL sensitization), % at 10 µM;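 active = compounds causing at least 50% loss of cell viability in the single-dose screen, relative to plate controls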
NOD2 RIPK2 PPI = blocks binding of human NOD2 to RIPK2; CHO BLA complementation NOD2-RIPK2, CCF4 ratio; O43353; AID 624267; inhibition, % at 4.98 µM; 360,000 compounds, 0.38% hits; in the data active = inhibition above about 21%;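 also: 0% = vehicle only and 100% = reference blocker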
TROY signal inh = inhibitors of TROY-dependent NF-kB signaling; Q293 LMP1-TROYcd NF-kB luciferase reporter, 4 h; inhibition, % at 10 µM; 360,000 compounds, 0.98% hits; AID 1347056;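 active = compounds whose plate-normalised and pattern-corrected inhibition of the luciferase reporter signal at the single screening dose is 50% or more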
Vif inh = inhibitors of HIV Vif; HEK293T cells, Vif self-association by quenched fluorescence, imaging, 24 h; inhibition, % at 7.49 µM; 340,000 compounds, 0.35% hits; in the data active = inhibition above about 50%, passing the limit was not always enough; also: some results filed as inactive read as strong as hits
SRC3 inh = human NCOA3 inhibition. 360,000 compounds, 0.17% hits. Q9Y6Q9. inhibition, % at 3.6 µM. HEK293 GAL4-SRC3 luciferase reporter, luminescence. AID 588352;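 active = inhibition above a per-campaign cutoff, the mean of all compounds plus 3 SD, cut at about 60% in these data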;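 also: 0% = DMSO-treated cells and 100% = gossypol-treated cells at 36 µM; higher means less SRC3-driven luciferase light from the GAL4 reporter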
COUP-TFII inh = inhibitors of human COUP-TFII (NR2F2); P24468; HEK293T NGFI-A luciferase reporter, luminescence; inhibition, % at 8.6 µM; 370,000 compounds, 0.7% hits; AID 686940;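 active = inhibition above a per-plate cutoff, mean inhibition of test wells between control levels plus 3 SD, cut at about 38% in these data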;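 also: cells cotransfected with COUP-TFII expression vector driving the NGFI-A reporter; 0% = median of COUP-TF2 test wells and 100% = reporter-only cells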
Target sequence (P24468 whole entry, looked up): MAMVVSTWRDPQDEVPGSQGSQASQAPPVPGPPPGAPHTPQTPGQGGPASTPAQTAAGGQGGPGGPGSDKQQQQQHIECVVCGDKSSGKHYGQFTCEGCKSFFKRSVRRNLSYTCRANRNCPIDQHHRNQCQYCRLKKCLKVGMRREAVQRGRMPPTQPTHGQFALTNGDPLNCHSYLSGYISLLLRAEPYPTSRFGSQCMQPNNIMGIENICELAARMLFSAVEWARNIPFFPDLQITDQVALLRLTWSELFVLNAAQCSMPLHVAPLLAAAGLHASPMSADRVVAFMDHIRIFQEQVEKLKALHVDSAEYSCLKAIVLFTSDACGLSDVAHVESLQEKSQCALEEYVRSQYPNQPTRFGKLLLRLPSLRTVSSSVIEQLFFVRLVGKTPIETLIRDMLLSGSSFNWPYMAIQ
An asterisk follows results filed as active; nt = not tested or not shown. Some of the compounds tested; count on the stated rates, not on these rows.

entry	Molecule	NR5A2 inv ag	EBV LMP1 NFkB	NCOA2 inhibitor	TLR9-MyD88 block	NCOA1 inh	C8 TRAIL sens	NOD2 RIPK2 PPI	TROY signal inh	Vif inh	SRC3 inh	COUP-TFII inh
1	Cc1noc(C)c1COc1ccc(C(=O)OCC(=O)NCc2ccccc2Cl)cc1	-5	2	-24	8	-9	11	2	9	-1	14	11
2	CCn1c(=S)ccc2ccc(OC)cc21	-6	-6	-1	-6	-6	-5	-7	-2	17	-2	-7
3	CSCCC(C(=O)OCC(=O)c1ccc(C)c(C)c1)N1C(=O)c2ccccc2C1=O (stereo not drawn)	2	0	6	-7	-6	0	-19	-8	11	-4	8
4	C=CCN(CC=C)S(=O)(=O)c1ccc(C(=O)Nc2nnc(CSC)o2)cc1	10	4	2	-4	-36	14	-2	11	nt	1	-1
5	CCN(C(=O)CN1C(=O)NC2(CCc3ccccc32)C1=O)C1CCS(=O)(=O)C1 (stereo not drawn)	18	14	-22	-4	-2	-4	-1	-10	0	7	-12
6	c1ccc(Nc2nc(-c3cccnc3)cs2)nc1	-106	-9	-57	-6	-103	37	-6	-23	nt	-68	-57
7	COc1cc(/C=C/C(=O)OCC(=O)N2CCCc3ccccc32)ccc1OC(F)F	-1	5	-33	-7	-1	-9	-3	-5	2	-10	-4
8	CC(C)CC1NC(=O)N(CC(=O)N2CCN(S(=O)(=O)c3ccccc3)CC2)C1=O (stereo not drawn)	1	2	-3	-7	-14	-5	1	7	-4	-1	0
9	COCCN1C[C@@H](CO)O[C@@H](n2cnc3c(N(C)C(C)C)ncnc32)C1	6	nt	-43	nt	3	0	5	9	3	-21	-9
10	Cc1cc(F)ccc1S(=O)(=O)N1CCCOC1CNC(=O)C(=O)NC1CCCCC1 (stereo not drawn)	-5	-36	18	12	-18	-18	6	-13	-3	13	-14
11	Cc1cc(N2C(=O)C3CCC(c4ccccc4)CC3C2=O)no1 (stereo not drawn)	-6	3	-5	2	-23	-3	1	8	10	8	0
12	CN1CCN(C(=O)C(Cc2ccccc2)NS(=O)(=O)c2ccc3c(c2)CCC(=O)N3)CC1 (stereo not drawn)	-10	4	-4	3	-6	-19	-22	5	9	3	7
13	C#CCOCCOCCOCCNc1nc(N2CCN(C(=O)[C@H]([C@@H](C)O)n3cc(CCCCN)nn3)CC2)nc(N2CCN(C(=O)[C@H](CCCCN)n3cc(CCCC)nn3)CC2)n1	-16	-1	-31	1	-7	2	1	-3	0	-7	-2
14	Cc1cc(NC(=O)CN2C(=O)NC(C)(CCc3ccccc3)C2=O)no1 (stereo not drawn)	-6	-7	-17	-4	8	-4	3	-8	-10	5	-18
15	O=C(O)c1ccc(S(=O)(=O)NCC2CCCCC2)cc1	9	-6	-16	-6	-32	-4	-5	-1	0	-1	10
16	CCN(CC)S(=O)(=O)c1ccc(N2CCOCC2)c(C(=O)O)c1	-12	-11	5	16	-15	-7	-9	10	nt	-7	6
17	CCN(CC1CCCN(CCc2cccc(F)c2)C1)C(=O)c1ccc(CSC)o1 (stereo not drawn)	-15	5	-4	3	-18	31	-9	-22	-2	-23	1
18	NC(c1csc(Nc2ccccn2)n1)c1ccccc1Cl (stereo not drawn)	-19	nt	-8	nt	0	10	5	3	1	-24	10
19	Cc1c(CN2CCc3c([nH]c4ccccc34)C2CC(C)C)cnn1C (stereo not drawn)	-1	-5	12	2	8	-16	0	15	-12	10	-9
20	CCN(CC)C(=O)CC(c1cc(OC)c(OC)c(OC)c1)c1c(OC)cc(OC)c2c(-c3ccccc3)cc(=O)oc12 (stereo not drawn)	-15	7	0	-1	-2	1	3	-17	1	-19	-13
21	C/C(=N\NC(=O)CNC(=O)c1ccc2c(c1)OCO2)c1ccco1	-2	22	-8	1	9	1	8	-12	-5	5	-4
22	Oc1c(Br)cc2oc3c(c2c1CNCc1ccccc1)CCCC3	-16	-1	8	-13	12	-5	-5	5	nt	-13	2
23	CN(CC(=O)Nc1cccc(F)c1)C(=O)c1ccc(C(=O)c2ccccc2)cc1	-24	3	-4	6	-1	-4	7	5	-2	-3	2
24	NNC(=O)c1ccc(COc2ccc([N+](=O)[O-])cc2)o1	1	36	-30	-4	2	-7	-13	4	0	-8	-19
25	CCN1C(=O)CC(N2CCOCC2)C1=O (stereo not drawn)	12	-1	-19	6	-32	-8	1	4	-2	1	6
26	Cc1cc(S(=O)(=O)NC(=O)[C@H]2O[C@@H](n3cnc4c(N)ncnc43)[C@H](O)[C@@H]2O)ccc1Br	6	nt	18	nt	-14	-10	-10	-2	2	-5	14
27	CC(=O)OC(C#CCN1CCOCC1)c1ccccc1 (stereo not drawn)	-23	-3	-6	-8	-19	1	-14	6	-2	-3	-2
28	COc1ccc(CN2CCN(Cc3c[nH]c4ccccc34)CC2CCO)cc1C (stereo not drawn)	13	-1	-3	-8	11	1	-6	-42	2	14	20
29	CN(C(=O)COC(=O)c1ccc2c(c1)OCO2)c1c(N)n(Cc2ccccc2)c(=O)[nH]c1=O	-1	2	19	-8	0	-4	6	-7	-3	17	-22
30	COc1ccc(C(C)(C)C)cc1NS(=O)(=O)c1cccc2cccnc12	-13	-6	-18	-2	-43	-16	0	-9	1	-7	0

Given with two lines to a compound: entries from further up
Order of results: NR5A2 inv ag	EBV LMP1 NFkB	NCOA2 inhibitor	TLR9-MyD88 block	NCOA1 inh	C8 TRAIL sens	NOD2 RIPK2 PPI	TROY signal inh	Vif inh	SRC3 inh	COUP-TFII inh
[14] Cc1cc(NC(=O)CN2C(=O)NC(C)(CCc3ccccc3)C2=O)no1 (stereo not drawn)
    -6	-7	-17	-4	8	-4	3	-8	-10	5	-18
[15] O=C(O)c1ccc(S(=O)(=O)NCC2CCCCC2)cc1
    9	-6	-16	-6	-32	-4	-5	-1	0	-1	10
[16] CCN(CC)S(=O)(=O)c1ccc(N2CCOCC2)c(C(=O)O)c1
    -12	-11	5	16	-15	-7	-9	10	nt	-7	6
[17] CCN(CC1CCCN(CCc2cccc(F)c2)C1)C(=O)c1ccc(CSC)o1 (stereo not drawn)
    -15	5	-4	3	-18	31	-9	-22	-2	-23	1
[18] NC(c1csc(Nc2ccccn2)n1)c1ccccc1Cl (stereo not drawn)
    -19	nt	-8	nt	0	10	5	3	1	-24	10
[19] Cc1c(CN2CCc3c([nH]c4ccccc34)C2CC(C)C)cnn1C (stereo not drawn)
    -1	-5	12	2	8	-16	0	15	-12	10	-9
[20] CCN(CC)C(=O)CC(c1cc(OC)c(OC)c(OC)c1)c1c(OC)cc(OC)c2c(-c3ccccc3)cc(=O)oc12 (stereo not drawn)
    -15	7	0	-1	-2	1	3	-17	1	-19	-13
[21] C/C(=N\NC(=O)CNC(=O)c1ccc2c(c1)OCO2)c1ccco1
    -2	22	-8	1	9	1	8	-12	-5	5	-4
[22] Oc1c(Br)cc2oc3c(c2c1CNCc1ccccc1)CCCC3
    -16	-1	8	-13	12	-5	-5	5	nt	-13	2
[23] CN(CC(=O)Nc1cccc(F)c1)C(=O)c1ccc(C(=O)c2ccccc2)cc1
    -24	3	-4	6	-1	-4	7	5	-2	-3	2
[24] NNC(=O)c1ccc(COc2ccc([N+](=O)[O-])cc2)o1
    1	36	-30	-4	2	-7	-13	4	0	-8	-19
[25] CCN1C(=O)CC(N2CCOCC2)C1=O (stereo not drawn)
    12	-1	-19	6	-32	-8	1	4	-2	1	6
[26] Cc1cc(S(=O)(=O)NC(=O)[C@H]2O[C@@H](n3cnc4c(N)ncnc43)[C@H](O)[C@@H]2O)ccc1Br
    6	nt	18	nt	-14	-10	-10	-2	2	-5	14
[27] CC(=O)OC(C#CCN1CCOCC1)c1ccccc1 (stereo not drawn)
    -23	-3	-6	-8	-19	1	-14	6	-2	-3	-2

Continuation.
entry	Molecule	NR5A2 inv ag	EBV LMP1 NFkB	NCOA2 inhibitor	TLR9-MyD88 block	NCOA1 inh	C8 TRAIL sens	NOD2 RIPK2 PPI	TROY signal inh	Vif inh	SRC3 inh	COUP-TFII inh
31	CCOc1ccc(-c2cn(S(=O)(=O)c3cccc4nsnc34)nc2N)cc1	-12	-4	-6	-9	-6	-4	1	16	-5	0	-11
32	Nc1nc(C(c2ccccc2)c2ccccc2)cs1	-8	8	-14	4	1	-18	-10	-1	-7	-12	-2
33	COc1ccc(C2NC(=O)CCC2[N+](=O)[O-])cc1OC (stereo not drawn)	8	-10	-9	-13	2	-16	-4	7	-1	14	2
34	Cc1cccc(CCNC(=O)c2cc(S(=O)(=O)N3CCCC3)cn2C)c1	13	6	-11	10	-5	2	-9	-10	21	12	2
35	CCOc1ccccc1CNC(=O)Cn1ccc2cc(S(=O)(=O)N3CCCCCC3)ccc21	-18	-5	7	-1	7	19	-7	-3	-8	12	32
36	O=C(Nc1ccc2c(c1)OCCO2)c1ccc(Br)o1	-119	-3	-57	-7	-120	61*	-2	-24	nt	-129	-40
37	Cc1ccc(-c2csc(NC(=O)CSc3nc4ccccc4c(=O)n3CCCN(C)C)n2)cc1	-37	-19	0	2	-9	0	6	-16	1	-16	-28
38	COc1ccc(CCN=C(N)NS(=O)(=O)c2ccc(C)c(C)c2)cc1OC	-5	5	8	4	-12	-6	-2	1	8	13	11
39	O=C1c2ccccc2-c2c1cccc2C(=O)N1CCCCCC1	8	0	16	-3	7	-4	7	10	1	-1	2
40	CC1=Nc2cc(C(=O)NCCCN3CCOCC3)ccc2Sc2c(C)ccc(C)c21	-7	-8	-2	-11	-16	26	0	5	-5	-44	13
41	NC(=O)c1cc(S(=O)(=O)N2CC=C(c3ccccc3)CC2)cs1	1	5	1	-3	12	-6	-7	-2	-4	-8	4
42	CCCC(=O)Nc1ccc(NC(=S)NC(=O)c2cccs2)cc1	1	-8	-36	-11	0	-7	2	-14	-2	-6	-19
43	CCN1CCN(C(c2cc3cc4c(cc3[nH]c2=O)OCO4)c2nnnn2C(C)(C)CC)CC1 (stereo not drawn)	-31	-10	-8	4	-10	12	-11	22	3	-2	17
44	CC1(C(=O)NS(=O)(=O)Cc2cccc(Cl)c2)CCN1C(=O)C1CCCCC1 (stereo not drawn)	-19	nt	-29	nt	1	-2	-3	-16	-3	-17	1
